# Assay outcomes as filed in PubChem.
# Tau fluor cs: Counterscreen qHTS for Inhibitors of Tau Fibril Formation, Fluorescence Polarization. tau K18 P301L Alexa594 fluorescence, heparin fibrillization. Potency, µM (series often up to 57.7 µM), for inactives: at the highest dose activity change, negative = decrease. 0.93% of 280,000 active; note: potency is the fitted concentration of half-maximal effect; % is set by controls: 0 for no effect and ±100 for the full control effect; nearly all actives have a fitted effect of over 55% in size
#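 Human tau K18 P301L (15 uM unlabeled, 0.24 uM Alexa 594-labeled) in 100 mM sodium acetate pH 7 with 20 uM heparin, 6 hr at 37 C. ThT 30 uM added, 1 hr ambient; Alexa 594 FP and total fluorescence read at 555/632 nm.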
# NPSR antag: qHTS Assay for Antagonists of the Neuropeptide S Receptor: cAMP Signal Transduction | Potency, µM (titrated, usually from 38.3 µM), for the others: at the highest dose activity change, negative = inhibition, most hits filed as inhibitors | CHO-NPSR cells, cAMP TR-FRET, antagonist mode | 1% of 220,000 active | AID 1461, 2008 | Q6W5P4; note: potency is the fitted concentration of half-maximal effect; % is set by controls: 0 for no effect and ±100 for the full control effect; nearly all actives have a fitted effect of over 50% in size; many of its hits are not listed in these tables
# Epigenetic derep: Quantitative High-Throughput Screen for Regulators of Epigenetic Control; murine LDR cells, GFP reporter derepression, 30 h; 0.2% of 280,000 active; AID 1865, 2009; Potency, µM (titrated, usually from 53.9 µM), inactives show at the highest dose GFP activation, usual class: activators; note: potency is the fitted concentration of half-maximal effect; % of control where 0% means no effect; nearly all actives have a fitted effect of over 60% in size
#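 GFP-positive cell count by laser-scanning cytometry (objects 20–120 um) after 30 h, 37 C compound exposure of murine LDR cells; reporter is CMV-GFP integrated at a silenced locus, inducible by HDAC or DNMT inhibitors.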
# TexasRed fluor: Total Fluorescence Counterscreen for Inhibitors of the Interaction of Thyroid Hormone Receptor and Steroid Receptor Coregulator 2. TRb/SRC2 Texas Red total fluorescence interference. AID 1479, 2009. Potency, µM (series often up to 106 µM), for inactives: at the highest dose fluorescence change, negative = quenching. 0.29% of 280,000 active; active = well fitted curve in either direction with a large enough effect; inconclusive = small, poorly fitted or top-dose-only effect; note: potency is the fitted concentration of half-maximal effect; % is set by controls: 0 for no effect and ±100 for the full control effect
#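 Flags fluorescent or light-absorbing compounds by total fluorescence, S + 2P, at 555 nm excitation and 632 nm emission. Mixture: 20 nM Texas Red SRC2 peptide, 0.6 uM human TRb LBD, 1 uM T3, 5% DMSO; compound exposure 5 h at ambient temperature.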
# aGal spleen mod: qHTS Assay for Inhibitors and Activators of Human alpha-Galactosidase From Spleen Homogenate | Alpha-galactosidase A (Homo sapiens), P06280 | human spleen homogenate, 4MU-alpha-Gal fluorescence, 40 min | Potency, µM (doses to about 80 µM), inactives show at the top dose activity change, negative = inhibition, usual class: inhibitors | 0.008% of 240,000 active | AID 2107, 2009;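 note: potency is the fitted concentration of half-maximal effect; 0% = enzyme with vehicle and -100% = no enzyme basal signal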
# Target sequence (P06280 32-429 limits assumed): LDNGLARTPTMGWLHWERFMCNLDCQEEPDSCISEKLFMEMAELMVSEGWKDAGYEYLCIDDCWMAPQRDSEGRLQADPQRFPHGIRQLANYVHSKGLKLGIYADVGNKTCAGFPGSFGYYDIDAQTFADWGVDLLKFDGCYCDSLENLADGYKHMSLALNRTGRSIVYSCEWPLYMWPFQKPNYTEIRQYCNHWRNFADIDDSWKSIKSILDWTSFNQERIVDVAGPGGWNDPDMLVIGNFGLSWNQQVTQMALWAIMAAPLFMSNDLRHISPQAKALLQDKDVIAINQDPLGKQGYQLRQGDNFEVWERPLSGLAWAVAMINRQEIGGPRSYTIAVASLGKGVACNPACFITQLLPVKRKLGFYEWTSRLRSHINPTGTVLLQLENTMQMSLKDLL
#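 Human spleen homogenate (1 ug) as enzyme source, 4-methylumbelliferyl-alpha-D-galactopyranoside 1 mM final, citrate/phosphate pH 5.0 with 0.01% Tween-20. Compounds 40 min at 37C, NaOH/glycine stop; fluorescence Ex 365/Em 440, Hill-fit AC50.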
# Tau fibril FP: qHTS for Inhibitors of Tau Fibril Formation, Fluorescence Polarization. Microtubule-associated protein tau (Homo sapiens), P10636. K18 P301L tau heparin fibrillization, Alexa594 FP, 6 h. Potency, µM (highest dose often 57.7 µM), for the others: at the top dose activity, negative = inhibition, most hits filed as inhibitors. 0.39% of 280,000 active; note: potency is the fitted concentration of half-maximal effect; % is set by controls: 0 for no effect and ±100 for the full control effect; nearly all actives have a fitted effect of over 55% in size
#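 Human K18 P301L fragment (15 uM unlabeled plus 0.24 uM Alexa 594-labeled) in 100 mM sodium acetate pH 7 with compound, aggregation induced by 20 uM heparin for 6 hr at 37 C. ThT (30 uM) added for 1 hr, then Alexa 594 FP read.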
# TRb-SRC2 inh: qHTS for Inhibitors of the Interaction of Thyroid Hormone Receptor and Steroid Receptor Coregulator 2; Thyroid hormone receptor beta (Homo sapiens), P10828; TRbeta-SRC2 peptide binding, fluorescence polarization; receptor liganded with 1 µM T3; Potency, µM (titrated, usually from 106 µM), without a hit: at the highest dose activity change, negative = inhibition, hits mostly inhibitors; 0.065% of 280,000 active; AID 1469, 2008;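 note: potency is the fitted concentration of half-maximal effect; plate controls were bound peptide for no effect and peptide without receptor for full effect; nearly all actives have a fitted effect of over 50% in size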
#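 Compounds were added to 0.6 uM TRb ligand-binding domain and 20 nM Texas Red-labeled SRC2 peptide in Tris buffer containing 1 uM T3, incubated 5 hr at ambient temperature, then read by fluorescence polarization.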
# CBFb RUNX1 block: qHTS Assay for Compounds Blocking the Interaction Between CBF-beta and RUNX1 for the Treatment of Acute Myeloid Leukemia | Potency, µM (series often up to 59.8 µM), inactives show top-dose activity, negative = inhibition, most hits filed as inhibitors | AlphaScreen CBFb-His/RUNX1-biotin binding, biochemical | AID 1477, 2009 | Runt-related transcription factor 1 (Homo sapiens) + Core-binding factor subunit beta … | 230,000 tested, under 10 active; note: % of control where 0% means no effect
# Target sequence (Q01196 whole entry, looked up): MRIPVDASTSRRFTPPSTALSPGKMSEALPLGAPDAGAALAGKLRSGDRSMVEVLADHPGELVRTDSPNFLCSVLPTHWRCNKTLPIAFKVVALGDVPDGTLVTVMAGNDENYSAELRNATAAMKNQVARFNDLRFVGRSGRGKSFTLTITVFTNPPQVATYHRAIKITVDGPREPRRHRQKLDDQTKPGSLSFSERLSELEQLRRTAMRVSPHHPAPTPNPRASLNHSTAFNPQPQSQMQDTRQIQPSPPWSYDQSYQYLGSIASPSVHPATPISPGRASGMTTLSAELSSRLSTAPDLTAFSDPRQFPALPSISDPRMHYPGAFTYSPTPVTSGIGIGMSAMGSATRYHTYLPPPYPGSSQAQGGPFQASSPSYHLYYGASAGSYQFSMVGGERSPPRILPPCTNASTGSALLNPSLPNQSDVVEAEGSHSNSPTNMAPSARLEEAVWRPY
# Target sequence (Q13951 whole entry, looked up): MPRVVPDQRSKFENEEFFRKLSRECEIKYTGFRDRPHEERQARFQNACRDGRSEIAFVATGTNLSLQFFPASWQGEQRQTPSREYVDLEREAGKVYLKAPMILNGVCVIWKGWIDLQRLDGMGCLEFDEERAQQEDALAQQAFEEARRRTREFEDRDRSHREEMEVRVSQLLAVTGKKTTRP
#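 Read-out: AlphaScreen. Format: His-CBF-beta with biotinylated RUNX1 (30 nM each) preincubated 20 min, compound 15 min, Ni-chelate plus streptavidin beads 90 min; room temperature throughout.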
# * hit, by the source's call; ? = inconclusive; / = no result given; & = joins results of further samples; [ ] = remark or other dose. Unless noted, calls come from the whole dose curve; as a rule, active = well fitted curve in the direction sought with a large enough effect; inconclusive = small, poorly fitted or top-dose-only effect, or another doubt; inactive = no such curve, though single readings can be large; an effect the other way counts as inactive or inconclusive.
SMILES,Tau fluor cs,NPSR antag,Epigenetic derep,TexasRed fluor,aGal spleen mod,Tau fibril FP,TRb-SRC2 inh,CBFb RUNX1 block
O=C(CC1C(=O)NCCN1Cc1cccc(Oc2ccccc2)c1)NCCCn1cccn1 (stereo not given),-11%,-14%,-0.2%,2%,6%,-8%,1%,9%
CN1CCN(CCCN2c3ccccc3Sc3ccccc32)CC1,-21%,/,-1.4%,2%,2%,-2%,1%,-6%
Cc1ccc(CNC(=O)CN2C(=O)C3CCCCN3c3ccc(C(=O)N4CCCC4)cc32)cc1 (stereo not given),2%,/,0.0%,1%,/,-2%,6%,/
CN1C[C@@H]2C(c3ccc(Cl)nc3)C3(c4cccnc4)CC2(C3)[C@H]1c1ccccc1 (stereo not given in full),-10%&-2%,?,2.3%&0.5%,-4%&-3%,-12%&8%,0%&-16%,0%&-4%,8%&1%
CCN(C(=O)COC(=O)c1cc(-c2ccccc2)nc2ccc(Br)cc12)C1CCS(=O)(=O)C1 (stereo not given),?,-40%,-0.1%,5%,2%,-13%,5%,8%
Cc1ccc(NC(=O)CS(=O)CC(=O)Nc2ccc3c(c2)OCO3)cc1Cl (stereo not given),-22%,-3%[46.1 µM],-0.1%,-3%,10%,13%,-2%,-16%
C=CCn1c(C)cc(-c2csc(N)n2)c1C,?,-14%[46.1 µM],-1.0%,1%,1%,?,-3%,-16%
Clc1ccccc1Cn1nnc2c(N3CCCC3)ncnc21,1%,0%[46.1 µM],0.0%,-5%,-7%,1%,4%,3%
O=C(CCC(=O)N1CCN(C(=O)c2ccco2)CC1)c1ccc(F)cc1,-2%,-3%,-1.4%,-4%,-8%,-3%,-8%,7%
CSCCC(NC(=O)C12CC3CC(CC(C3)C1)C2)C(=O)OCC(=O)c1ccccc1 (stereo not given),-1%,-19%[46.1 µM],0.1%,2%,-4%,-1%,-1%,3%
CCC1(C)C(Nc2c(C)cccc2C)=NC(=S)N1c1ccc(NC(C)=O)cc1 (stereo not given),2%,-8%[46.1 µM],-0.9%,2%,-1%,2%,7%,-1%
CNC(=O)[C@H]1O[C@@H](n2cnc3c(N)ncnc32)[C@H](O)[C@H]1O,3%,-13%[46.1 µM],-0.1%,?,-7%,9%,-5%,-15%
COc1ccc(/C=C(\C#N)c2nc(-c3cc4c(ccc5ccccc54)oc3=O)cs2)cc1O,?,/,13µM*,-9%,/,?,-4%,/
COc1cc(CCC(=O)OCC(=O)Nc2ccccc2OC(F)F)cc(OC)c1OC,3%,2%,-2.9%,0%,4%,-10%,3%,10%
CCCc1[nH]n(-c2ccc([N+](=O)[O-])cc2)c(=O)c1C=NCCc1ccc(OC)c(OC)c1,-10%,18%,0.0%,0%,-1%,-5%,-3%,-1%
COC(=O)c1cccc(NC(=O)/C=C/c2cccc([N+](=O)[O-])c2)c1,?,-16%[46.1 µM],3.0%,-1%,-6%,?,-3%,-5%
CCCc1ccc(-c2c(C)sc(N)c2C#N)cc1,16µM*[quencher],?,-0.2%,-5%,-2%,?,-6%,-2%
COc1cccc(CC2(CO)CCN(S(=O)(=O)N(C)C)CC2)c1,-10%,3%,-7.2%,-3%,1%,-2%,-1%,6%
O=c1[nH]c2cc(S(=O)(=O)CCO)ccc2o1,-11%,-15%,1.5%,0%,-5%,3%,7%,4%
O=C(NN(C(=O)c1ccccc1)c1ccccc1)c1ccccc1,-9%,4%,2.9%,-1%,0%,-5%,7%,?
CC(C)(CO)CNC(=O)CCc1nnc(Cc2ccc(-c3ccccc3)cc2)o1,-3%,-5%,0.0%,-4%,-6%,-4%,-2%,-2%
N#CC1=C2SCN(Cc3ccco3)CN2C(=O)CC1c1ccc(Cl)cc1 (stereo not given),-21%,-1%[46.1 µM],2.9%,-2%,7%,?,-2%,-12%
CSc1nc(N)c2ncn([C@@H]3O[C@H](COP(=O)(O)OP(=O)(O)OP(=O)(O)O)[C@H](O)[C@H]3O)c2n1,-3%,4%[46.1 µM],-0.2%,0%,-28%,3%,1%,3%
Cc1ccc(C(c2sc3nc(-c4ccco4)nn3c2O)N2CCCCC2)cc1 (stereo not given),-18%,/,0.0%,1%,/,-3%,-10%,/
CCOC(=O)c1c(C)[nH]c(C)c1S(=O)(=O)N(C)CC(=O)Nc1ccc(C)cc1C,-6%,/,0.2%,-2%,/,-4%,1%,/

# Other entries
SMILES,Tau fluor cs,NPSR antag,Epigenetic derep,TexasRed fluor,aGal spleen mod,Tau fibril FP,TRb-SRC2 inh,CBFb RUNX1 block
Cc1cccc(NC(=O)c2ccccc2OCC(=O)N2CCOCC2)c1C,4%,9%[46.1 µM],-2.1%,2%,-4%,-7%,4%,0%
Cc1ccc(S(=O)(=O)N2CCC(=O)N(C(COCc3cccc(Cl)c3)C(C)C)CC2)cc1 (stereo not given),-15%,-51%,1.3%,-5%,0%,-7%,-7%,4%
O=c1cc(-c2cccnc2)oc2c1ccc1ccccc12,-4%,-20%,1.1%,1%,8%,-7%,3%,14%
Cc1c(N(C(=O)Nc2ccccc2)C2=NCC(C)S2)c(=O)n(-c2ccccc2)n1C (stereo not given),-3%,2%[46.1 µM],-0.2%,1%,-13%,-1%,0%,-5%
CCCC1=C(C(=O)OCC)C(c2cccs2)C(C#N)=C(N)O1 (stereo not given),-23%,0%[46.1 µM],0.8%,-2%,-14%,-9%,7%,-7%
Cc1cc(-c2nc3ccccc3o2)c2ccccc2n1,-13%,-15%[46.1 µM],-2.6%,-7%,2%,-1%,0%,2%
CCN(CCCNC(=O)CNC(=O)Cn1cnc2ccccc2c1=O)c1ccccc1,-7%,-9%[46.1 µM],0.0%,-2%,12%,13%,-17%,-5%
O=C(CC12CC3CC(CC(C3)C1)C2)N1CCOCC1,9%,2%[46.1 µM],0.0%,-1%,3%,9%,0%,-5%
CCCCN(CCCC)C(=O)c1cc2c(=O)n3ccccc3nc2s1,-25%,/,0.0%,5%,/,2%,2%,/
COc1cccc(C(=O)Nc2cccc(OCC(=O)O)c2)c1,-4%,-13%[46.1 µM],0.0%,-3%,3%,4%,-3%,2%
O=C(CCN1CCN(C(c2ccccc2)c2ccccc2)CC1)N/N=C/c1ccc(O)cc1O,16µM*[quencher],1%,-1.0%,-1%,0%,?,-2%,-25%
CC(C)=NOc1nc(N2CCOCC2)nc(N2CCOCC2)n1,1%,-28%,1.1%,-1%,0%,0%,-3%,6%
COc1ccccc1NC(=O)Cn1cnc2sc(C(=O)NCc3ccco3)c(C)c2c1=O,-8%,-9%[46.1 µM],-5.0%,-5%,11%,-4%,-1%,1%
O=C(Nc1cccnc1)c1ccc(Oc2ccccc2)cc1,-13%,-10%[46.1 µM],0.0%,-4%,2%,-4%,-4%,9%
CCOC(=O)Cc1csc(NS(=O)(=O)c2ccc3c4c(cccc24)C(=O)N3CC)n1,-6%,-3%[46.1 µM],0.7%,-4%,0%,-3%,-7%,-4%
COc1cc(C#N)c(N=C(SCC#N)N2CCOCC2)cc1OC,-8%,12%,-0.1%,-4%,-1%,-11%,3%,?
C=CCS(=O)(=O)c1cccc2cccnc12,6%,-9%,2.1%,2%,-2%,-1%,-9%,9%
COc1ccc(NC(=O)c2ccc3nc(CCc4ccccc4)oc3c2)cc1,-15%,/,3.4%,1%,/,-5%,10%,/
CN(C)C(=O)N1CCNCC1,-8%,1%,0.4%,-1%[53 µM],3%,-7%,5%[53 µM],5%
COc1ccc(-c2cn3c(n2)sc2cc(C(=O)Nc4cccc(OC)c4)ccc23)cc1,-5%,/,0.8%,-17%,/,3%,-3%,/
CCCc1ccc(C(=O)NNC(=O)c2ccc(Br)cc2)cc1,1%,23%,-2.6%,-2%,1%,-4%,-5%,-9%
CCOC(=O)c1ccc[n+](C(C)C(=O)c2ccc(-c3ccccc3)cc2)c1 (stereo not given),-1%,3%,-3.2%,-9%,0%,-4%,-1%,2%
Cc1ccc(-c2nnc3ccccc3c2C(=O)Nc2ccc(F)cc2)cc1,-5%,/,-2.7%,1%,/,4%,1%,/
O=C(NCc1ccccc1)C(c1ccc(O)cc1)N(C(=O)Cn1nnc(-c2cccs2)n1)c1ccc2c(c1)OCCO2 (stereo not given),-21%,-14%[46.1 µM],-0.8%,0%,4%,?,0%,-8%
C/C(=N\NC(=O)c1ccccc1-n1cccc1)C1CC1,-6%,15%,-1.1%,-53%,-1%,-2%,-2%,-7%
CCOC(=O)C1(CCc2ccccc2)CCN(C(=O)C2CCCO2)CC1 (stereo not given),0%,-9%,-0.1%,0%,-2%,1%,5%,6%
COc1ccc(NS(=O)(=O)Cc2ccccc2Cl)cn1,-9%,-12%[46.1 µM],-1.1%,1%,-4%,0%,9%,8%
COCCN(CCOC)c1nc(C)nc2c1nc(-c1ccccc1)n2CCN1CCOCC1,-1%,/,5.3%,-3%,6%,5%,-6%,1%

# Compound profiles, from the list above. Order of values: Tau fluor cs | NPSR antag | Epigenetic derep | TexasRed fluor | aGal spleen mod | Tau fibril FP | TRb-SRC2 inh | CBFb RUNX1 block
# `Cc1cc(-c2nc3ccccc3o2)c2ccccc2n1` is entered as -13% | -15%[46.1 µM] | -2.6% | -7% | 2% | -1% | 0% | 2%
# `Cc1ccc(-c2nnc3ccccc3c2C(=O)Nc2ccc(F)cc2)cc1` is entered as -5% | / | -2.7% | 1% | / | 4% | 1% | /
# `CCC1(C)C(Nc2c(C)cccc2C)=NC(=S)N1c1ccc(NC(C)=O)cc1` (stereo not given) is entered as 2% | -8%[46.1 µM] | -0.9% | 2% | -1% | 2% | 7% | -1%

# This is a subset. The share of hits here may be higher or lower than overall.
